NPYLR7 ag: agonists of mosquito NPYLR7 receptor, primary screen, cell-based, Aedes aegypti, calcium fluorescence, mosquito biting behavior; Aedes aegypti neuropeptide Y-like receptor 7 (NPYLR7); HEK293T NPYLR7/Galpha15, GCaMP6s calcium fluorescence; activation, % at 10 µM; 270,000 compounds, 0.15% hits; AID 1259423, 2018; in the data active = activation above about 40%;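 also: 0% = vehicle and 100% = reference agonist at the receptor; some compounds past the cut are filed as inactive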
mcGAS lum: cyclic GMP-AMP synthase inhibitors, mouse, primary biochemical chemiluminescence; inhibition, % at 12.5 µM; 160,000 compounds, 0.15% hits; Q8C6L5; recombinant cGAS, Kinase-Glo ATP depletion luminescence;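 also: 0% = negative control wells and 100% = reference inhibitor with no enzyme activity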
hcGAS lum: Primary biochemical luminescence assay for human cyclic GMP-AMP synthase inhibitors | 290,000 compounds, 0.081% hits | recombinant h-cGAS, ATP depletion, Kinase-Glo luminescence | inhibition, % at 12.5 µM | Q8N884 | AID 1259398, 2018;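 also: 0% = vehicle reaction and 100% = reaction without DNA for no activity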
Target sequence (Q8N884 whole entry, looked up): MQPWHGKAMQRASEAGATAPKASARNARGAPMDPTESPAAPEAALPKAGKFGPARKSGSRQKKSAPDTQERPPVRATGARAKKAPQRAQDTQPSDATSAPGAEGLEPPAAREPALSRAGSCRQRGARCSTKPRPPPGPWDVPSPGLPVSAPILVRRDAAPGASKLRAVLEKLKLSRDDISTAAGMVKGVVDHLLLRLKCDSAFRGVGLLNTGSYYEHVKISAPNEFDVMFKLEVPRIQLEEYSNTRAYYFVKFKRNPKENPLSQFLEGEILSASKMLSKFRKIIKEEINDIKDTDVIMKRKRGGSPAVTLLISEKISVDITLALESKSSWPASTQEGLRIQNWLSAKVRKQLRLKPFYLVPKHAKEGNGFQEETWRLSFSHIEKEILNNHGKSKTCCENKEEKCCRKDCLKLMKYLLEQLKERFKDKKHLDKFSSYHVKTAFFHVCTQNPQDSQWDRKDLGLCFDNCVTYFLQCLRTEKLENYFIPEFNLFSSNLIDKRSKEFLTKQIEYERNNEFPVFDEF
* marks the source's active call; other numbers are inactive results; / = not tested or not shown. Rule as the data show it, unless noted: active = inhibition above about 40%; inactive = the rest. Compounds were not picked by outcome; about 0.27% have a hit in one of these screens.

Value order – NPYLR7 ag	mcGAS lum	hcGAS lum
> CC(SCc1cccc(S(=O)(=O)N(C)C)c1)C(=O)N(C)c1ccccc1 (stereo unspecified)
  2	/	1
> Cc1nn(C)c(C)c1NC(=O)C(C)NS(=O)(=O)c1ccc(Cl)c(Cl)c1 (stereo unspecified)
  -1	/	-3
> CC(C)(C)c1cc(CN2CCCN(C(=O)c3ccco3)CC2)[nH]n1
  6	/	-11
> Cc1nc2nc(=S)[nH]n2c(C)c1CC(=O)O
  6	/	-4
> Cc1ccc(NC(=O)c2ccc(CSc3nc(Cl)cc(N4CCN(c5cccc(Cl)c5)CC4)n3)cc2)cc1C
  19	-7	-6
> CCCn1ncc(C(=O)N2CCN([C@H]3CCCC[C@@H]3O)CC2)c1C
  /	-6	-14
> COc1ccc(S(=O)(=O)N2CCN(Cc3cc(=O)c(OCc4ccc(C(F)(F)F)cc4)co3)CC2)cc1OC
  21	-6	-9
> O=C(NCCN1CCCCC1)C1CCCN1C(=O)C1CCCCC1 (stereo unspecified)
  13	/	-8
> O=C(CCCOc1ccccc1)N(Cc1cccc(Oc2ccc(Cl)cc2)c1)Cc1ccco1
  -15	-4	-5
> O=C(CSc1nnc(CNC(=O)c2cccs2)o1)NCc1ccco1
  0	/	0
> Cc1nc2c(OCC(=O)c3ccc(Cl)cc3Cl)cccn2c1N(C)Cc1cccs1
  0	-5	-6
> COc1ccc(-c2coc3c(OC)c(OC)cc(OC)c3c2=O)cc1
  /	-4	-5
> O=C(NCC1(c2ccccc2)CCOCC1)C1CCOC1 (stereo unspecified)
  18	/	-7
> Cn1nccc1CCC(=O)NCC1(O)CCCCC1
  /	-4	2
> Cc1cc(C)cc(N2CCN(Cc3ccc4ncccc4c3)CC2=O)c1
  2	/	-5
> c1ccc(Sc2c(-c3ccccc3)nc3ncccn23)cc1
  -2	/	-5
> Nc1ccc(S(=O)(=O)Nc2ccc(I)cc2)cc1
  4	/	3
> COCCOc1nc(-c2ccc(F)cc2)n(-c2ccc(NC(=O)c3ccc([N+](=O)[O-])cc3)cc2)n1
  /	-5	-6
> CCC1(C)OC(=O)N(CCCn2ccnc2C)C1(C)O (stereo unspecified)
  -2	/	-6
> O=c1cc(CSc2ncnc3ccccc23)nc2ccc(Br)cn12
  12	/	-7

(listing goes on)
Value order – NPYLR7 ag	mcGAS lum	hcGAS lum
> O=C(N[C@H]1CCOC[C@H]1C1CCOCC1)c1cnc(N2CCOCC2)nc1
  /	-5	-9
> CCOC(=O)C1CCN(C(=O)CC(c2ccc3c(c2)OCO3)c2c[nH]c3c(CC)cccc23)CC1 (stereo unspecified)
  5	-8	-4
> O=C(CCC1CCCCC1)NNC(=O)CCN1CCN(c2ccccc2)CC1
  10	-5	-3
> O=C(Cn1nc2nc(Nc3ccc(F)cc3)ccn2c1=O)Nc1cc(F)ccc1F
  -10	/	-1
> Cn1c(SCC(=O)NC(=O)NC2CCCC2)nnc1-c1ccco1
  2	/	-2
> COCCN(CC1CCN(Cc2ccccc2OC)CC1)C(=O)c1ccc(F)cc1Cl
  9	/	-10
> O=C(CCN1C(=O)/C(=C\c2ccc(F)cc2)SC1=S)NNC(=O)c1ccncc1
  21	-7	-4
> COCCN(Cc1cccc(OC)c1)CC(O)COC(C)(C)C (stereo unspecified)
  8	0	4
> Cc1ccc(-c2nc(SCC(=O)NCCc3ccccc3)c3c(=O)n(C)c(=O)n(C)c3n2)cc1
  -2	-3	1
> O=C(NCCCn1ncccc1=O)Nc1ccc(C(F)(F)F)cc1
  -7	-11	-3
> CCC1COCCN1C(=O)Nc1ccc(C(C)(C)C#N)cc1 (stereo unspecified)
  -22	/	-5
> O[C@@H]1C[C@H]2CN(CC(c3ccccc3)c3ccccc3)C[C@H]2C[C@@H]1O
  15	/	-10
> COCCN(CCC(=O)NC1CC1)c1nc(-c2ccccc2)nc2ccccc12
  -4	-8	-8
> CC(C)c1cc(C(=O)N2CCN(C)C(c3ccccc3)C2)n[nH]1 (stereo unspecified)
  -7	/	-3
> COc1ccc(C2=NOC(CNCc3ccccc3)C2)cc1OC (stereo unspecified)
  0	-7	-4
> CC(C#N)Sc1ncnc2sc3c(c12)CCC3 (stereo unspecified)
  9	/	-6
> COc1ccc(OC)c(N2C(=O)C3C4C=CC(C5CC45)C3C2=O)c1 (stereo unspecified)
  -9	-4	-3
> CC(Oc1ccccc1)C(=O)NC1CC2CCC(C1)N2Cc1ccoc1 (stereo unspecified)
  17	-5	-3
> CCc1ccc(CN2CCCC(CNC(=O)c3cccc(OC)c3OC)C2)o1 (stereo unspecified)
  -9	/	-4
> COc1ccc(/C=C/C(=O)NCC2Cc3cccc(-c4cccnc4)c3O2)cc1 (stereo unspecified)
  15	-10	-9

Next records:
Value order – NPYLR7 ag	mcGAS lum	hcGAS lum
> COc1ccc(-n2nc(C(=O)N3CCN(C(C)=O)CC3)c(=O)n(Cc3ccccc3F)c2=O)cc1
  4	-5	0
> CCC1=NN(C(=O)c2ccccc2Cl)C(O)(c2ccc(Cl)cc2)C1 (stereo unspecified)
  12	-6	-4
> c1csc(-c2noc(COc3cccc4ccc(N5CCOCC5)nc34)n2)c1
  /	-13	-10
> COc1ccc(CN2CCN(CC(O)COc3cc(Cl)ccc3Cl)CC2)cc1 (stereo unspecified)
  0	/	-5
> CCCN1CCCN(C(=O)c2ccc3nc(C)c(C)nc3c2)CC1
  7	/	-6
> COc1cc(C(=O)NCCn2nc(C)c(Cl)c2C)ccc1O
  15	/	-7
> CC1CCCCC1NC(=O)c1c(O)nc2ccccn2c1=O (stereo unspecified)
  -1	-5	0
> Clc1cccc(N2CCN(C3CCCN(Cc4cccnc4)C3)CC2)c1 (stereo unspecified)
  0	/	-1
> O=C(O)c1ccc(NS(=O)(=O)c2sccc2Br)cc1Cl
  -1	/	-6
> CC(=O)N1CCN(C(=O)C=Cc2c(C)nn(Cc3ccccc3Cl)c2C)CC1
  1	-11	-8
> CCc1nc(SC2CCN(c3ccc(Cl)cc3)C2=O)n[nH]1 (stereo unspecified)
  2	/	-5
> CC1=CC[C@@H]2CN(C(=O)CCn3nnc4ccccc43)C[C@@H]2C1
  0	/	-3
> O=C1OCC2(CCN(c3nccc(C4CCCC4)n3)CC2)O1
  1	/	0
> O=C(NCCc1ccccn1)c1csc(COc2cccc(C(F)(F)F)c2)n1
  0	-3	-2
> COc1ccc(S(=O)(=O)Oc2cccc(CN(Cc3ccc(F)cc3)C(=O)c3cccs3)c2)cc1
  9	-5	0
> CCS(=O)(=O)Nc1ccccc1C1=NN(S(=O)(=O)CC)C(c2ccc(C)cc2)C1 (stereo unspecified)
  0	-18	-10
> Cc1nc(CC(=O)n2cc(C(=O)c3cc(F)ccc3O)cn2)cs1
  6	/	9
> O=C(/C=C/c1ccco1)NCCC(=O)Nc1nncs1
  3	/	-8
> COc1ccc(CCN2COc3ccc4c(c3C2)O/C(=C\c2cccnc2)C4=O)cc1OC
  33	-8	-3
> CCOC(=O)C1CCCN(C(=O)c2ccc(CSc3nc(C)cc(N4CCOCC4)n3)o2)C1 (stereo unspecified)
  12	-7	-12

More entries follow.
Value order – NPYLR7 ag	mcGAS lum	hcGAS lum
> Cc1nn(CC(C)NCCS(=O)(=O)N(C)C)c(C)c1Cl (stereo unspecified)
  20	/	-7
> CCCCc1ccc(C(=O)N2CCc3nc(Cc4ccccc4C(F)(F)F)[nH]c(=O)c3C2)cc1
  14	-6	-4
> CC(C)Oc1ccc(C(=O)NC2=NCCS2)cc1
  /	-3	2
> Cc1nn(Cc2ccccc2)c(Cl)c1CN1CCC(C(N)=O)C1 (stereo unspecified)
  5	/	-10
> C=CCN(CC(O)CN1CCOCC1)CC1CC(c2ccccc2)=NO1 (stereo unspecified)
  -2	-6	-3
> Cc1cccc(C(=O)NC(C(=O)N2CCOCC2)C2CCN(C(=O)c3cccc(Br)c3)CC2)c1 (stereo unspecified)
  -2	0	-3
> Cc1nc2n(n1)C(=O)C(C(c1ccc(C(C)C)cc1)N1CC(C)OC(C)C1)S2 (stereo unspecified)
  0	/	-10
> CCCc1nc(N2CCN(C(=O)Nc3ccc(Cl)c(Cl)c3)CC2)c2c(-c3ccccc3)noc2n1
  20	-7	-6
> O=C(N1CCc2ccc(S(=O)(=O)NCCc3cn(Cc4ccccn4)c4ccccc34)cc2C1)C(F)(F)F
  -7	-5	-5
> CSc1ncc(CN2CCCC(CCC(=O)NCc3ccc(F)c(F)c3)C2)cn1 (stereo unspecified)
  11	-10	-10
> CCCOc1cccc(C(=O)Nc2cccc(-c3nc4ccc(C)cc4o3)c2)c1
  10	-7	-3
> COc1ccccc1CCNC(=O)CN1CN(c2ccccc2)C2(CCN(C(=O)c3ccc(Br)cc3)CC2)C1=O
  8	-4	-2
> Cc1nn(-c2ccccc2)c(Cl)c1CSc1nnc(N)s1
  4	-6	-8
> CC(=O)Nc1ccc(CNC(=O)CN2CCC(CO)CC2)cc1
  0	-12	-7
> COc1cc(-c2nc(Cn3ccnc3-c3ccccn3)c(C)o2)cc2c1OCO2
  0	/	-6
> O=C(Cc1ccc(F)cc1)NNS(=O)(=O)c1cccc(Br)c1
  0	/	-7
> O=C1NCCCCC1NCc1cccc(-c2ccccc2)c1 (stereo unspecified)
  -19	/	-9
> COc1ccc(-c2nc3scc(CCNS(=O)(=O)c4cccs4)n3n2)cc1
  -3	-8	-3
> COc1ccc(Nc2nc(NCc3cccnc3)nc3[nH]ncc23)cc1
  2	/	0
> O=C(Nc1ccc2c3c(cccc13)CC2)c1ncn[nH]1
  0	/	-9

Going on with the list.
Value order – NPYLR7 ag	mcGAS lum	hcGAS lum
> COc1ccc(Cl)cc1C(=O)NCCn1ncc2c(NCC(C)C)nc(SC)nc21
  /	-5	-5
> CC(C)c1ccc(OCC(=O)Nn2cnnc2)c(Br)c1
  2	-8	-14
> Cc1ccccc1NC(=O)NCCOc1ccc2nnc(-c3ccccc3)n2n1
  5	-9	-6
> Cc1ccc(CN(Cc2nc3cc(C)ccc3o2)C(=O)c2ccc(F)cc2)cc1
  5	-6	-6
> COc1ccc(C)cc1NC(=O)CN1C(=O)NC(C)(c2ccco2)C1=O (stereo unspecified)
  -6	/	4
> COc1ccc(-c2cc3c(cn2)ncn3-c2cccc(C(F)(F)F)c2)cc1OC
  10	-7	-4
> Cc1cc(NC(=O)CSc2nnc(N3CCN(C(=O)c4cc(C)oc4C)CC3)s2)no1
  13	-5	-6
> CCOC=C(C#N)c1nc(C)cs1
  84*	/	-3
> O=C(C=Cc1cccs1)Nc1ccc2c(c1)OCO2
  2	/	-10
> Cc1nc(CCNC(=O)C(C)(C)C)no1
  /	-1	1
> CCCCc1ccc(C(=O)N2CCN(c3nc(C)nc(COC)c3Cc3ccc(OC)cc3)CC2)cc1
  3	-4	-3
> CN(C)C1(CNC(=O)c2cc(F)ccc2Br)CCCC1
  0	/	-3
> O=C1C[C@H]2CC[C@@H](CN1)N2CCn1c(=O)oc2ccccc21
  5	/	-3
> Cc1cc(C)cc(OCc2nc(CN(CCN3CCOCC3)C(=O)C3CCCC3)cs2)c1
  /	-4	2
> CCN(CC)CCNC(=O)c1cc(NC(=O)c2ccccc2Br)ccc1N1CCCC1
  8	-8	-2
> Clc1ccc2nc(COc3ccccc3Br)cn2c1
  7	/	-12
> CC(C)(C)c1nnc(N2CCCC2)[nH]c1=O
  9	/	-5
> c1cncc(COC2CCN(Cc3ccc(-c4cccnc4)cc3)CC2)c1
  -4	/	-3
> Cc1ccc(C(=O)Oc2c(CN3CCN(C)CC3)cc(Cl)c3cccnc23)cc1
  1	/	3
> O=C(COc1ccc(Cl)cc1)NC1CCN(c2ccccc2C(=O)NCc2ccccc2F)CC1
  -4	0	2

Taken from above.
hcGAS lum with `CC(C)Oc1ccc(C(=O)NC2=NCCS2)cc1` = 2
hcGAS lum with `CC(C)(C)c1cc(CN2CCCN(C(=O)c3ccco3)CC2)[nH]n1` = -11
NPYLR7 ag with `Cc1nc(CC(=O)n2cc(C(=O)c3cc(F)ccc3O)cn2)cs1` = 6
mcGAS lum with `COCCOc1nc(-c2ccc(F)cc2)n(-c2ccc(NC(=O)c3ccc([N+](=O)[O-])cc3)cc2)n1` = -5

More records:
Value order – NPYLR7 ag	mcGAS lum	hcGAS lum
> N#CC1C(=N)SC(=N)C(C#N)C1c1c(Cl)cccc1Cl (stereo unspecified)
  0	27	-12
> CCOc1ccc2cc(S(=O)(=O)NCc3ccco3)ccc2c1
  4	-6	-3
> CC(C)n1cc(Br)cc1C(=O)N1CCc2[nH]ncc2C1
  0	/	14
> Cn1c(CNS(=O)(=O)c2ccc3c(c2)CC(=O)N3)nc2ccccc21
  4	-15	-2
> CCc1nc2ccc(C(=O)N(CC)CCN(C)C)cn2c1N(C)Cc1ccc(Cl)cc1
  -1	-2	-1
> Cc1ncoc1C(=O)N1CCCC(C(=O)c2ccc3c4c(cccc24)CC3)C1 (stereo unspecified)
  5	/	-6
> Cc1nn(C)c(Cl)c1CN(C)S(=O)(=O)c1ccc(F)cc1
  9	-12	-4
> O=C(CC1CC2CCC1C2)NC12CC3CC(CC(C3)C1)C2 (stereo unspecified)
  -1	/	5
> CCNC(=O)[C@@H]1C[C@H](N)CN1C(=O)CCc1ccc(C)c(C)c1
  5	/	-6
> CCOC(=O)c1cc(-c2ccc(N3CCN(C(=O)c4ccc(F)c(F)c4)CC3)cc2)n(-c2ccccc2OC)n1
  17	-8	-5

3 entries from above, arranged by heavy-atom count, ascending.
Value order – NPYLR7 ag	mcGAS lum	hcGAS lum
> CC(C#N)Sc1ncnc2sc3c(c12)CCC3 (stereo unspecified)
  9	/	-6
> O=C(Cn1nc2nc(Nc3ccc(F)cc3)ccn2c1=O)Nc1cc(F)ccc1F
  -10	/	-1
> CCOC(=O)c1cc(-c2ccc(N3CCN(C(=O)c4ccc(F)c(F)c4)CC3)cc2)n(-c2ccccc2OC)n1
  17	-8	-5

Assay outcomes deposited in PubChem BioAssay by Fisher Drug Discovery Resource Center.
